# GSK3A inh: blocks human GSK-3 alpha kinase | P49840 | ADP-Glo luminescence, 60 min | inhibition, % at 10 µM | hit rate 0.1% among 320,000 | AID 2650;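 in the data active = inhibition above about 50%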;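 note: GST-tagged GSK-3 alpha with peptide substrate and 25 µM ATP; 0% = DMSO neutral wells and 100% = GW8510 positive control wells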
# PolyA inh: blocks polyadenylation in yeast reporter cells | S. cerevisiae SKY197-pL101 polyadenylation reporter, beta-gal luminescence; efflux-impaired pdr1/pdr3 knockout yeast; score 100 = 6 SD above DMSO | calls only at 12 µM | hit rate 0.02% among 300,000 | AID 1875;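 active = lowest replicate activity score at least 50, where 100 means six control SD above control mean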;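 note: yeast exposed to compound for 9 h at 30 °C; higher score means more reporter readthrough which indicates perturbed polyadenylation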
# DYRK1A inh: Dyrk1A (rat) kinase inhibition; inhibition, % at 12.5 µM; hit rate 0.43% among 310,000; AID 504441; ADP-Glo luminescence, NFATc1 peptide; in the data active = inhibition above about 50%;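 note: plate controls were vehicle with enzyme for no effect and no enzyme for full effect; many of its hits are not listed in these tables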
# KCNQ1 act: potentiators or activators of human KCNQ1 potassium channel. CHO-K1 KCNQ1, thallium flux FluxOR fluorescence; active compounds read high. B-score at 10 µM. hit rate 0.35% among 310,000. AID 2648;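 active = fluorescence ratio B-score, a plate-corrected score, at least three library SD, with initial intensity B-score within 5 SD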
#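 Assay system: CHO-K1 cells stably expressing KCNQ1; Medium: assay buffer with matched DMSO; Also added: K+/Tl+ depolarizing stimulus; Dosing: single dose; Timing: dye 90 min, compound 20 min, room temperature; Measured by: kinetic FluxOR thallium fluorescence, 10-s 1-Hz baseline, 110-s post-stimulus read; Read-out: peak-minus-minimum fluorescence over initial fluorescence, negative-control normalized, B-scored.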
# RGS4 act: potentiators or activators of RGS4. HEK293 M3R/inducible RGS4, carbachol calcium flux Fluo4; active compounds read low. B-score at 10 µM. hit rate 0.92% among 310,000;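 active = B-score of the integrated calcium signal more than 4 SD below the library mean, with starting fluorescence not abnormally high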;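 note: negative B-score means reduced calcium response which marks RGS4 activation or potentiation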
#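 test system = M3R-expressing HEK293 line, RGS4 induced by doxycycline | probe or stimulus = carbachol at ECmax as muscarinic agonist stimulus | timing = dye loading 30 min 37 °C, buffer rest 30 min RT | signal = calcium dye Fluo4 fluorescence | evaluation = B score from integrated fluorescence ratio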
# RGS4 block: inhibitors of human RGS4; B-score at 10 µM; hit rate 0.45% among 310,000; HEK293 M3R/RGS4 inducible, Fluo-4 calcium flux; active compounds read high; triggered by carbachol at its EC20;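 active = B-score, a plate-corrected calcium signal, over three deviations above library mean, with baseline fluorescence within five deviations of library mean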;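 note: RGS4 expression induced by doxycycline in cells with stable M3 receptor; B-score is computed from the integrated fluorescence ratio over baseline after carbachol; higher B-score means a larger calcium signal and so more RGS4 inhibition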
# Target sequence (P49798 whole entry, looked up): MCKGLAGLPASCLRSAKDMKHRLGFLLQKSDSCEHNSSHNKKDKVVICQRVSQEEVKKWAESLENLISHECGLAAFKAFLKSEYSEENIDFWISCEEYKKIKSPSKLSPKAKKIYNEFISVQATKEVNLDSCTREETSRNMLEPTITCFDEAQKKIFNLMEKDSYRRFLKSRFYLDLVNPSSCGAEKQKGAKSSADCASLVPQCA
# GSK3B inh: blocks human GSK3beta kinase activity; P49841; GST-GSK3beta kinase, ADP-Glo luminescence, 60 min; active compounds read low; activity score (negative = inhibition), % at 10 µM; hit rate 0.038% among 300,000; AID 2097;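 active = more than half of replicate wells score below -50%, meaning over 50% inhibition versus plate controls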;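 note: 0% = median DMSO wells and -100% = median GW8510 positive control wells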
# Target sequence (P49841 whole entry, looked up): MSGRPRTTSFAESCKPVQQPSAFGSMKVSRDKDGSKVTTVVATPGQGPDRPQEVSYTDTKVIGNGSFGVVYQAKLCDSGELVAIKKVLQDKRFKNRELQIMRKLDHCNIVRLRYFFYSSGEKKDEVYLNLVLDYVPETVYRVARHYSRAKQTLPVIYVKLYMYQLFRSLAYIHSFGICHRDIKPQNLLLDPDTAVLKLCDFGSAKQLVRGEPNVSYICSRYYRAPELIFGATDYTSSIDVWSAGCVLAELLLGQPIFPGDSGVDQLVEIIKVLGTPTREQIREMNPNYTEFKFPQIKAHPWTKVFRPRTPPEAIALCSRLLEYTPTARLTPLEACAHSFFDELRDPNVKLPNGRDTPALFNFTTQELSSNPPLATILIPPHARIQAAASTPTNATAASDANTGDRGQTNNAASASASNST
#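 Test system: GST-fused GSK3beta enzyme, cell-free | Quantity: 1.6 ng GST-GSK3beta enzyme per well | Reagent: 25 µM ATP with peptide substrate | Schedule: 60 min enzyme reaction, room temperature | Signal: Luminescent ADP-Glo measurement of ADP formed | Read-out basis: Score relative to plate controls | Control set: DMSO and 20 µM GW8510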
# KCNQ1 inh: blocks the human KCNQ1 potassium channel | B-score at 10 µM | P51787 | hit rate 1.3% among 310,000 | AID 2642 | CHO-K1 KCNQ1, FluxOR thallium flux fluorescence; active compounds read high;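 active = compounds whose thallium flux B-score, printed positive for inhibition, exceeds three library SD while starting fluorescence stays within three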;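 note: channel opened by potassium depolarization with thallium stimulus after 20 min compound exposure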
# KCNK3 inh: human KCNK3 channel inhibition, primary screen | CHO-KCNK3 thallium flux, FluxOR fluorescence; active compounds read low | B-score at 10 µM | hit rate 0.84% among 340,000 | AID 602410;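 active = B-score under library mean minus 4 SD, starting fluorescence ratio at most library mean plus 5 SD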;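 note: more negative B-score means stronger inhibition of thallium flux through KCNK3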
# Target sequence (O14649 whole entry, looked up): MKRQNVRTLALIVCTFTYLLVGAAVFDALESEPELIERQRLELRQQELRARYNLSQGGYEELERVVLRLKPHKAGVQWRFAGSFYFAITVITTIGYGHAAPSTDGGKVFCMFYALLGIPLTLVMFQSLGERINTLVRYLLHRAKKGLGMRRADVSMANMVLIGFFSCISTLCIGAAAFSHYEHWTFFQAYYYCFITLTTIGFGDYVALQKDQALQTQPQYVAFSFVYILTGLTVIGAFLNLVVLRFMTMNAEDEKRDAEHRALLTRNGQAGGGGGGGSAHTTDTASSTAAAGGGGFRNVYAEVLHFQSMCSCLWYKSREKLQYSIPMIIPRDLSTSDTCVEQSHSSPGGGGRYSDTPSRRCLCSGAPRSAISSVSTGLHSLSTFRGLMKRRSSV
# KCNK9 inh: human KCNK9 channel inhibition | HEK293 KCNK9, FluxOR thallium flux fluorescence; active compounds read low | B-score at 10 µM | hit rate 1.2% among 310,000 | AID 488922;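 active = ratio B-score over 3 SD below the library mean, with starting fluorescence within 5 SD of its mean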;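 note: negative B-score means less thallium flux so channel inhibition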
# hERG protect: shields human hERG channel from block by proarrhythmic agents | Q12809 | CHO-hERG, FluxOR thallium flux, dofetilide IC70 present | activation (rescue from dofetilide block), less the hit threshold, % at 10 µM | hit rate 0.51% among 310,000 | AID 1511;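 active = activation above the mean of controls blocked by dofetilide plus 5 SD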;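 note: thallium influx through hERG after potassium depolarization seen as dye fluorescence rise; in these data hits start at about 4.7%; inactives centre near -7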
# The depositor's hits bear a star; i = inactive; . = no result given. An excerpt, so the mix of outcomes need not match the whole.
SMILES,GSK3A inh,PolyA inh,DYRK1A inh,KCNQ1 act,RGS4 act,RGS4 block,GSK3B inh,KCNQ1 inh,KCNK3 inh,KCNK9 inh,hERG protect
O=C(COC(=O)c1cc(=O)[nH]c2ccccc12)Nc1ccc(Cl)cn1,32,i,0,i,i,i,0,i,i,i,-17
C/C(=C\c1ccccc1)C1NC(=O)c2c(sc3c2CCCC3)N1 (stereo not drawn),8,i,6,i,i,i,0,i,i,i,-9
CCN(CC)CCCNC(=O)c1ccccc1C,-1,i,-8,i,i,i,-1,i,i,i,-10
CCOC(=O)c1c(NC(=O)CN2CCOCC2)sc2c1CCCC2,0,i,2,i,i,i,-2,i,i,i,-16
Cc1ccccc1-n1ncc(C(C)NS(=O)(=O)c2ccccc2Cl)c1C (stereo not drawn),.,i,.,i,i,i,0,i,i,i,-11
COc1cnc(-c2ccccn2)nc1Oc1cccc(C(F)(F)F)c1,-3,i,1,i,i,i,2,i,i,i,-10
CCOCCCNC(=O)C(c1ccccc1)N(Cc1cccs1)C(=O)c1ccccc1O (stereo not drawn),0,i,5,i,i,i,0,i,i,i,-15
Cc1cc(C)cc(N2C(=O)CC(N3CCOCC3)C2=O)c1 (stereo not drawn),7,i,-5,i,i,i,-2,i,i,i,0
CC(C)(C)C(=O)Nc1cccc(C(=O)c2cccc(NC(=O)C(C)(C)C)c2)c1,-2,i,2,i,i,i,-4,i,i,i,-10
CCOC(=O)N1CCC(NC(=O)c2ccc(N3CCC4(CC3)OCCO4)c([N+](=O)[O-])c2)CC1,-3,i,.,i,i,i,-2,i,i,i,-11
CC(Sc1ccsc1[N+](=O)[O-])C(=O)NCc1ccco1 (stereo not drawn),-7,i,0,i,i,i,-1,i,i,-7.7*,-1
COc1ccc(CCN2C(=S)N(C)C(=O)C2CC(=O)Nc2ccc(OC)cc2)cc1 (stereo not drawn),0,i,-3,i,i,i,-1,i,-9.2*,i,-8
CC(=O)Nc1ccc(S(=O)(=O)NNC(=O)c2cccc3ccccc23)cc1,8,i,-2,i,i,i,0,i,i,i,-12
CCC(CC)C(=O)Nc1cccc(SC)c1,1,i,.,i,i,i,0,i,.,i,-6
CCOC(=O)C1NN=C(C(=O)c2ccccc2)C1c1ccc(OC)cc1 (stereo not drawn),0,i,-2,i,i,i,2,i,i,i,-5

# As entered above:
# `CC(C)(C)C(=O)Nc1cccc(C(=O)c2cccc(NC(=O)C(C)(C)C)c2)c1` in DYRK1A inh shows 2
# `CCN(CC)CCCNC(=O)c1ccccc1C` in GSK3B inh shows -1

# (list continues)
SMILES,GSK3A inh,PolyA inh,DYRK1A inh,KCNQ1 act,RGS4 act,RGS4 block,GSK3B inh,KCNQ1 inh,KCNK3 inh,KCNK9 inh,hERG protect
COc1ccc(CC(=O)Nc2ccc(-c3noc(-c4ccccc4OC)n3)cc2)cc1,0,i,.,i,i,i,4,i,i,i,-6
CCN(CC)S(=O)(=O)c1ccc(N2CCCC2)c(NC(=O)C2CSC3(C)CCC(=O)N23)c1 (stereo not drawn),3,i,-9,i,i,i,2,i,i,i,-13
O=C(O)c1ccc2cccc(O)c2n1,0,i,13,i,i,i,5,i,i,i,-8
Cn1c(NC(=O)c2ccco2)c(-c2ccccc2)c(=O)c2ccccc21,-4,i,-1,i,i,i,1,i,i,i,-13
CCO/N=C(\C)c1c(O)c(CC)c(-c2ccccc2)n(-c2ccccc2)c1=O,0,i,4,i,i,i,3,i,i,i,-6
COC(=O)c1ccc(NC(=S)NC(=O)c2c(Cl)cnn2C)cc1,-3,i,3,i,i,i,0,i,i,i,-6
CCOC(=O)c1c(-c2ccccc2)csc1NC(=O)c1nn(CC)cc1Br,0,i,6,i,-7.6*,i,1,i,i,i,-10
CCOCCCNC(=O)C(c1ccc(OC)cc1)N(Cc1cccs1)C(=O)c1ccccn1 (stereo not drawn),-3,.,-1,i,i,i,2,i,i,i,-26
CCCCCCCCc1nc(=S)[nH][nH]1,2,i,-3,i,i,i,2,i,i,i,-25
COC(=O)CNc1nc(-c2ccccc2F)nc2ccccc12,2,i,20,i,i,i,0,i,i,i,-8
O=C(O)C1CCCCC1C(=O)NCCCN1CCOCC1 (stereo not drawn),-1,i,6,i,i,i,1,i,i,i,-10
CCNc1ccc(Br)cc(C(=O)/C=C/c2c(Cl)cccc2Cl)c1=O,-3,i,0,i,i,i,11,6*,-9*,i,-23
O=S(=O)(c1ccc2c(c1)OCCO2)N1CCN(Cc2ccc3c(c2)OCO3)CC1,-2,i,1,i,i,i,-5,i,i,i,-3
CSc1nc(O)c(/C=C2\C=Nc3ccccc32)[nH]1,39,i,57*,i,i,i,-21,i,i,i,-7
COc1ccc(OC)c(-n2c(SCC(N)=O)nnc2-c2c[nH]c3ccccc23)c1,0,i,2,i,i,i,0,i,i,i,-7
Cc1cccc(N(C(=O)c2ccco2)C(C(=O)NC2CCCC2)c2ccco2)c1C (stereo not drawn),.,i,-1,i,i,i,5,i,i,i,-13
O=[N+]([O-])c1ccc2nc(-[n+]3c(-c4ccccc4)cc(-c4ccccc4)cc3-c3ccccc3)[nH]c2c1,1,i,13,i,i,i,-3,i,i,i,-7
Cc1onc(-c2c(Cl)cccc2Cl)c1C(=O)ONC(=O)c1cc(C(F)(F)F)cc(C(F)(F)F)c1,-2,i,.,i,i,i,2,i,i,i,-13
CN(C)CCSc1nnc(-c2ccccc2)o1,-2,i,1,i,i,i,-2,i,i,i,-5
Brc1ccc(/C=N/Nc2ncnc3c2cnn3Cc2ccccc2)cc1,-2,i,-7,i,i,i,1,i,i,i,-3
C[C@H](NC(=O)c1ccco1)C(=O)Nc1ccc(C#N)cc1,0,i,-8,i,i,i,-1,i,i,i,-1
Cc1ccc(NC(=O)NCc2ccccn2)cc1,-4,i,49,i,i,i,0,i,i,i,9.3*
O=C(O)CC(CC(=O)Nc1ccccc1C(=O)O)c1ccccc1 (stereo not drawn),.,i,11,i,i,i,-2,i,i,i,-3
COCc1cc(CN2CCN(CCc3ccccc3)C(CCO)C2)ccc1OC (stereo not drawn),1,i,14,i,i,i,0,i,i,i,-3
COc1cccc(NC(=S)NC(=O)Cc2ccccc2)c1,-1,i,12,i,i,i,0,i,i,i,-5
COc1ccc(-c2nc(C#N)c(N3CCN(C(=O)c4ccco4)CC3)o2)cc1OC,0,i,-4,i,i,i,1,i,i,i,-9
O=C(O)/C=C/c1cnc[nH]1,0,i,-2,i,i,i,1,i,i,i,-4
O=C(CSc1ccc(Cl)cc1)NC(=O)NCc1ccco1,-1,i,2,i,i,i,-7,i,i,i,-6
O=C(CSc1ccccn1)Nc1ccc2c(c1)OCCO2,-2,i,4,i,i,i,3,i,i,i,-9
O=S(=O)(CCSc1ccc(C(F)(F)F)cn1)c1ccccc1,0,i,1,i,i,i,1,i,i,i,-11
Cc1ccsc1/C=N/NC(=O)c1nnn(-c2nonc2N)c1-c1ccc2c(c1)OCO2,10,i,2,i,i,i,1,i,i,i,-2
CN1CCN(c2ccc(S(=O)(=O)N3CCCCC3)cc2NC(=O)Cc2ccc(Cl)cc2)CC1,.,i,0,i,i,i,1,i,i,i,-12
Cc1cc(=O)oc2cc(OCC(=O)NC3CCCCC3)ccc12,0,i,4,i,i,i,3,i,i,i,-4
Cc1ccc(C(=O)c2sc3nsc(C)c3c2N)cc1,-2,i,6,i,i,i,2,i,i,i,-10
Cc1cccnc1Nc1nc(-c2ccc(O)cc2O)cs1,-2,i,16,i,i,i,0,i,i,i,-9
COC(=O)c1sc2nc(SCC(=O)N(C)c3ccccc3)n(N)c(=O)c2c1C,-2,i,2,i,i,i,2,i,i,i,-2
CN(C)c1ccc(-c2c(-c3ccc4c(c3)OCO4)noc2-c2ccsc2)cn1,-1,i,7,i,i,i,1,i,i,-8.7*,-19
Cc1ccccc1OCC(=O)N/N=C/c1sc(=O)n(Cc2cccc(C(=O)O)c2)c1Cl,-3,i,-5,i,i,i,-3,i,i,i,-17
O=C(CSc1nnc(-c2ccncc2)n1Cc1ccco1)Nc1nccs1,-4,i,-7,i,i,i,1,i,i,i,-10
Cc1cc(NC(=O)CSCC(=O)Nc2cccc(S(=O)(=O)N3CCCCCC3)c2)no1,-2,i,-3,i,i,i,-1,i,i,i,-15
CSc1ccccc1NC(=O)c1cnccn1,2,i,0,i,i,i,1,i,i,i,-12
Cc1ccc(C(=O)NCCSc2c(C)[nH]c3ccccc23)cc1[N+](=O)[O-],-1,i,5,i,i,i,0,i,i,i,-12
CCOc1ccc(NC(=O)/C(C#N)=C/c2cn(CC(=O)O)c3ccccc23)cc1,7,i,5,i,i,i,-20,i,i,i,-2
CN(C)S(=O)(=O)c1cccc(C(=O)Nc2ccc(S(=O)(=O)N3CCCC3)cc2)c1,-3,i,-3,i,-7.9*,i,-4,i,i,i,-5
Cc1ccc(S(=O)(=O)O/N=C2/CCCc3occc32)cc1,-1,i,-2,i,i,i,2,i,i,i,-4
COc1ccccc1N(C(=O)CNC(=O)c1ccco1)C(C(=O)NC1CCCC1)c1ccco1 (stereo not drawn),0,i,3,i,i,i,-1,i,i,i,-5
CCn1ncc(Br)c1C(=O)Nc1cc(C(=O)OC)ccc1C(=O)OC,-5,i,7,i,i,i,-6,i,i,i,-8
Nn1c(Nc2ccccc2)nc2sc3c(c2c1=O)CCC3,.,i,10,i,i,4.8*,-2,i,i,i,-13
CN(C(=O)c1ccc(-c2nn(C)c(=O)c3ccccc23)cc1)c1ccccc1,.,i,2,i,i,i,3,i,i,i,-16
O=C(NC(Cc1c[nH]c2ccccc12)c1nnc2n1CCCCC2)c1ccc(Cl)cc1 (stereo not drawn),3,i,2,i,i,i,0,i,i,i,-13
N#Cc1nc(Cc2cccc3ccccc23)oc1N1CCOCC1,-1,i,3,i,i,i,.,i,i,i,-12
CC(=O)c1cccc(NC(=S)NC(=O)c2ccccc2Br)c1,0,i,8,i,i,i,2,i,i,i,-3

# Screening results (PubChem BioAssay)
